GPR55 activation: selective activators of receptor GPR55 – imaging, U2OS cells, beta-arrestin-GFP redistribution, primary screen (AID 1961); 0.048% of 290,000 active; one-dose activation, % at 10 µM; EC50 in µM for titrated hits; U2OS GPR55 beta-arrestin-GFP redistribution imaging; higher % means a stronger effect;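 active = activation above 40% with more than 50 cells counted in the well; inconclusive = wells holding fewer than 50 cells, flagged as toxic or sparse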;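 note: U2OS osteosarcoma cells stably expressing GPR55 and beta-arrestin-GFP; plate controls were DMSO negative control for no effect and LPI positive control for full effect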
HIV fusion peptide: inhibitors of HIV fusion peptide binding, primary screen, biochemical, uHTS, fluorescence dequenching (AID 1986) | 0.3% of 290,000 active | cell-free peptide binding, fluorescence dequenching, 30 min; higher % means a stronger effect | inhibition, % at 20 µM, or IC50 in µM where a hit was titrated; in the data active = inhibition mostly above about 52%, no sharp cut-off; inactive = mostly below about 76%; note: some results filed as inactive read as strong as hits
NOD2 inhibition: NOD2 signaling inhibitors, cell-based, luminescence, uHTS, HEK293 (AID 1566) | HEK293 NOD2/NF-kB luciferase reporter, luminescence; higher % means a stronger effect | 0.63% of 290,000 active | one-dose inhibition, % at 4 µM; EC50 in µM for titrated hits; note: many of its hits are not listed in these tables
KOR beta-arrestin-1: KOR agonists, beta-arrestin recruitment, primary screen, cell-based, luminescence, uHTS (AID 1777). activation, % at 10 µM, or EC50 in µM where a hit was titrated. KOR beta-arrestin recruitment, luminescence; higher % means a stronger effect. 0.02% of 280,000 active; in the data active = activation above about 50%, passing the limit was not always enough; note: a part of the inactive calls stands beside numbers as strong as those of hits
NOD1 NF-kB reporter: inhibition of NOD1-driven NF-kB reporter – cell-based, luminescence, uHTS, primary screen (AID 1578); NOD1-driven NF-kB luciferase reporter cells, luminescence; higher % means a stronger effect; 1% of 290,000 active; inhibition, % at 4 µM; hits with a dose series show EC50 in µM; in the data active = inhibition mostly above about 36%, no sharp cut-off; inactive = mostly below about 34%;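 note: HEK-293T reporter cells stimulated with the NOD1 agonist gamma-tri-DAP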
GPR35 antagonists: inhibition of zaprinast-stimulated GPR35 beta-arrestin translocation – imaging, U2OS, beta-arrestin-GFP, zaprinast agonist, primary screen (AID 2058). U2OS GPR35 beta-arrestin-GFP translocation imaging, zaprinast antagonism; higher % means a stronger effect. inhibition, % at 10 µM, or IC50 in µM where a hit was titrated. 0.052% of 290,000 active;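 active = inhibition of at least 50% with at least 30 cells and total cytoplasm GFP at most 10,000,000; inconclusive = under 30 cells or total GFP of 10,000,000 plus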
Myeloid diff MLP: compounds promoting myeloid differentiation. ER-HoxA9 myeloid progenitors, lysozyme-GFP differentiation, flow cytometry. calls only at 10 µM. 1% of 360,000 active;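 active = normalized GFP-positive differentiation at or above the plate's own cutoff, the solvent-only control mean plus 3 SD; inconclusive = no clear call, values can overlap the other calls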;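 note: cells exposed to compound for four days before flow analysis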
KOR beta-arrestin-2: kappa opioid receptor blockers – cell-based, luminescence, uHTS (AID 1778); KOR beta-arrestin recruitment, luminescence, antagonist mode; higher % means a stronger effect; one-dose inhibition, % at 10 µM; IC50 in µM for titrated hits; 0.091% of 290,000 active; note: strong numbers were not always called active
GPR55 LPI antagonism: inhibition of LPI-stimulated GPR55 beta-arrestin translocation – imaging, U2OS, beta-arrestin-GFP, LPI agonist, primary screen (AID 2013) | U2OS GPR55 beta-arrestin-GFP translocation imaging, LPI antagonism; higher % means a stronger effect | one-dose inhibition, % at 10 µM; IC50 in µM for titrated hits | 0.13% of 290,000 active;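 active = spots per cell inhibited over 60%, with over 100 cells counted and total cytoplasm intensity under 500,000; inconclusive = wells with under 100 cells, flagged as likely toxic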;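 note: U2OS cells stably carrying GPR55 and arrestin-GFP stimulated by 5 µM LPI near EC80; imaged beta-arrestin-GFP aggregate spots per cell after agonist stimulation; plate controls were LPI-stimulated DMSO wells for no effect and DMSO wells without LPI for full effect; some results filed as inactive read as strong as hits; confirmed hits need IC50 under 10 µM and bright autofluorescent wells are also inconclusive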
Myeloid diff MLP GFP+ MAC1+ %: further read-out of Myeloid diff MLP, marked with its call; GFP+ MAC1+ double positive, %; measured here: differentiation confirmed by MAC1 staining
* hit, by the source's call; i = inactive; ? = inconclusive; · = no result given; [ ] = another dose, or the depositor's remark. Cut-off read from the data, not from the text of the source, unless noted: active = inhibition above about 50%; inactive = the rest. Some of the compounds tested. The share of hits here may be higher or lower than overall.

SMILES | GPR55 activation | HIV fusion peptide | NOD2 inhibition | KOR beta-arrestin-1 | NOD1 NF-kB reporter | GPR35 antagonists | Myeloid diff MLP | Myeloid diff MLP GFP+ MAC1+ % | KOR beta-arrestin-2 | GPR55 LPI antagonism
Cc1ccn2c(=O)c(C(=O)NCCCN3CCCC3=O)c(O)nc2c1 | -0.1% | -0.3% | 20% | -4.9% | -12% | 11% | i | 1.6 | -19% | 15%
COCCCNS(=O)(=O)c1ccc(Oc2ncc(C(F)(F)F)cc2Cl)cc1 | 0.1% | -5.4% | 19% | -0.8% | -2% | 6% | i | 1.1 | -51% | 1%
C=CCN(C(=O)CCC(=O)Nc1cc(C)on1)C(C(=O)NC1CCCC1)c1ccc(Cl)cc1 (stereo unspecified) | 0.1% | -1.7% | 0% | -1.3% | -7% | -14% | i | 0.5 | -13% | 0%
COc1ccc2c(CC(=O)NCCN3C(=O)S/C(=C\c4cccnc4)C3=O)coc2c1 | 0.3% | 2.7% | -10% | 3.3% | 68%* | -1% | i | 0.5 | -9% | -32%
C#Cc1ccc([C@@H]2C=C(C(=O)N3CCN(Cc4ccc5c(c4)OCO5)CC3)O[C@H](OCC)[C@H]2CCCO)cc1 | 0.8% | -0.2% | -36% | 3.7% | -8% | 0% | i | 0.4 | -3% | 2%
O=C(NCCOCCOCCNC(=O)c1cccnc1)c1cccnc1 | 0.3% | -1.0% | -11% | -4.3% | -14% | 3% | i | 1.0 | -23% | -9%
O=C(c1cc2sccc2n1Cc1ccccc1)N1CCc2ccccc21 | -0.2% | -1.3% | 13% | -2.2% | -6% | 3% | i | 2.6 | 20% | 5%
CCOc1ccccc1NS(=O)(=O)N(C)C | 0.3% | -0.1% | 3% | -1.8% | 0% | -7% | i | 0.8 | -40% | 21%
C=CCC1(N(C(C)=O)c2ccccc2C)CCCCC1 | -0.1% | 1.1% | 19% | -1.2% | -16% | 2% | i | 0.4 | 5% | 20%
NC(=O)CCCC1=NS(=O)(=O)c2ccccc2N1 | 0.7% | -0.8% | -4% | -2.6% | · | 14% | i | 0.3 | 1% | 26%
COc1cc(C2CC(c3cccnc3)=NN2c2ccc(F)cc2)cc(OC)c1OC (stereo unspecified) | -0.7% | -1.9% | 0% | 3.0% | -29% | 8% | i | 0.3 | -11% | 11%
Cc1ccccc1NC(=O)NNC(=O)c1ccc2ccccc2c1 | -0.1% | -1.0% | -6% | -0.7% | -27% | -10% | i | 2.9 | 12% | 5%
Nc1ncc(Br)cc1S(=O)(=O)NC1CCCCC1 | 0.3% | 1.1% | 23% | 2.9% | 0% | -1% | i | 0.4 | 5% | -14%
O=C(NCCOC(=O)c1ccccc1)c1ccc([N+](=O)[O-])cc1 | 0.5% | 1.7% | 5% | 0.4% | -32% | 13% | i | 0.3 | 11% | -6%
CS(=O)(=O)c1ccc(C(=O)NC2CCCCC2)cc1 | -0.3% | -1.2% | 4% | -4.3% | -13% | -16% | i | 2.7 | -31% | -2%
O=C(OCc1nc2scc(-c3ccccc3)c2c(=O)[nH]1)c1cc(Cl)ccc1[N+](=O)[O-] | 0.7% | 3.3% | 9% | -3.6% | -9% | -8% | i | 1.2 | · | 5%
COc1ccc2c(c1)SCC(=O)N2C | 0.5% | 0.7% | 15% | -3.7% | -5% | 16% | i | 0.7 | 4% | -1%
CCc1ccc(N(C(=O)c2snc(C(N)=O)c2N)C(C(=O)NC2CCCC2)c2ccncc2)cc1 (stereo unspecified) | -0.2% | 1.2% | 2% | -1.2% | -21% | -16% | i | 0.8 | 34% | 1%
CC(C)NC(=S)N1CCN(S(C)(=O)=O)CC1 | -0.3% | -0.1% | 6% | -5.4% | -16% | 8% | i | 0.5 | 4% | -14%
Cc1ccc(C)c(NC(=O)CCOc2ccccc2)c1 | 0.0% | 1.5% | -9% | 3.6% | -7% | 6% | i | 0.4 | 0% | 5%
COc1ccc(S(=O)(=O)Cc2ccc(C(=O)N3CCN(c4ccccn4)CC3)o2)cc1 | 0.4% | -1.6% | 16% | 8.3% | -15% | 14% | i | 3.6 | -3% | -9%
CC(C)CC(=O)Nc1c2c(nn1-c1cccc(Cl)c1)CS(=O)C2 (stereo unspecified) | -0.1% | -1.7% | -7% | 5.0% | 0% | -7% | i | 1.6 | 7% | -12%
COc1ccc2nc(C)c3c(c2c1)OC(C)C3 (stereo unspecified) | 0.3% | 1.8% | 16% | 0.4% | 15% | -3% | i | 0.8 | -7% | 2%
CCOC(=O)c1sc2nc(C)nc(SCC(=O)NC3CCS(=O)(=O)C3)c2c1C (stereo unspecified) | -0.3% | -2.1% | 7% | -1.1% | -11% | 2% | i | 1.4 | -6% | 5%
COc1ccc(Br)cc1S(=O)(=O)n1c([N+](=O)[O-])cnc1C | -0.1% | 1.1% | 14% | 8.1% | 14% | 10% | i | 0.6 | 5% | 2%

Quoted from the listing.
In KOR beta-arrestin-1, Nc1ncc(Br)cc1S(=O)(=O)NC1CCCCC1 shows 2.9%
In HIV fusion peptide, CCOC(=O)c1sc2nc(C)nc(SCC(=O)NC3CCS(=O)(=O)C3)c2c1C (stereo unspecified) shows -2.1%
In Myeloid diff MLP GFP+ MAC1+ %, COc1ccc(S(=O)(=O)Cc2ccc(C(=O)N3CCN(c4ccccn4)CC3)o2)cc1 shows 3.6

New compounds follow.
SMILES | GPR55 activation | HIV fusion peptide | NOD2 inhibition | KOR beta-arrestin-1 | NOD1 NF-kB reporter | GPR35 antagonists | Myeloid diff MLP | Myeloid diff MLP GFP+ MAC1+ % | KOR beta-arrestin-2 | GPR55 LPI antagonism
COc1ccc(/C=C(\C#N)C(=O)Nc2cccnc2)cc1 | -0.3% | -0.3% | 11% | -4.4% | -12% | -17% | i | 0.3 | 5% | 3%
CCOC(=O)/C(C#N)=C1\Nc2ccccc2N=C1N(CC(C)C)CC(C)C | -0.2% | 5.0% | 10% | -4.4% | 27% | 7% | i | 9.3 | -5% | 9%
C=CCN1CC(c2nc3ccccc3n2Cc2cccc3ccccc23)CC1=O (stereo unspecified) | -0.2% | -0.8% | 12% | -4.9% | -3% | -2% | i | 6.4 | 20% | -8%
Cc1cc2sc3nc(=O)n(-c4ccccc4)c(=O)n3c2cc1C | 0.6% | 0.4% | -119% | -1.5% | -5% | -3% | i | 0.3 | -7% | 6%
O=C(Cn1cc(S(=O)(=O)Cc2cccc([N+](=O)[O-])c2)c2ccccc21)N1CCOCC1 | 0.3% | -1.3% | 9% | -1.5% | -27% | -8% | i | 1.3 | 8% | 21%
C=CCN(C(=O)c1ccccc1)C1CCS(=O)(=O)C1 (stereo unspecified) | 0.6% | 1.5% | -7% | -0.4% | -26% | -5% | · | · | -15% | 16%
Cc1coc2c(C)c3oc(=O)c(CCC(=O)NCCCn4ccnc4)c(C)c3cc12 | -0.2% | 0.1% | 19% | 0.9% | -27% | -8% | i | 2.7 | -15%[20 µM] | -7%
CC(C(=O)NCc1ccccn1)N1C(=O)c2ccccc2C1=O (stereo unspecified) | -0.3% | 0.2% | 13% | -1.4% | -12% | -3% | i | 7.3 | -30% | 9%
CCCCOc1ccc(C(=O)NCCCC(=O)N2CCCCC2)cc1 | 0.2% | 1.2% | -8% | 8.3% | -23% | 12% | i | 5.8 | -13% | 5%
CCc1n[nH]c2c1/C(=N\O)CC(C)(C)C2 | 0.0% | -1.4% | 21% | 0.4% | 15% | -8% | i | 1.0 | 11% | 14%
CCCOc1ccc(N2CC(C(=O)Nc3ccccc3F)CC2=O)cc1 (stereo unspecified) | -1.0% | -0.1% | 2% | -7.6% | -30% | 7% | i | 1.5 | -3% | -2%
Cc1csc(SCC(=O)c2cc(C)n(Cc3cccs3)c2C)n1 | -0.1% | -2.0% | -103% | 0.7% | 16% | -6% | i | 0.7 | 8% | 14%
Cn1c(=O)n(C)c2cc(S(=O)(=O)Nc3cc(Cl)ccc3O)ccc21 | -0.2% | -0.8% | 14% | 0.8% | 13% | 0% | i | 0.4 | -1% | 5%
Cc1c(OCc2ccccc2)c(=O)ccn1Cc1ccc(Cl)cc1 | -0.1% | -0.2% | 36% | -4.7% | 17% | 8% | i | 1.0 | -1% | 9%
O=C(N/N=C/c1cc([N+](=O)[O-])ccc1O)C(O)(c1ccccc1)c1ccccc1 | -0.3% | 16% | 28% | -3.2% | 48% | 9% | i | 0.3 | -26% | -25%
CC1C(=O)Nc2ccccc2N1C(=O)c1ccc(Cl)cc1 (stereo unspecified) | 1.8% | -0.8% | 0% | -1.8% | -11% | -3% | i | 1.4 | -21% | -5%
COc1cccc(OC)c1OCCNC(C)(C)C | 0.8% | 1.0% | -4% | 2.5% | -33% | -10% | i | 0.9 | -17% | 15%
CN(C)CCN(C(=O)C1=COCCO1)c1nc2ccc(Cl)cc2s1 | -0.1% | -0.1% | -3% | 9.7% | -21% | 4% | ? | · | -27% | 1%
Cc1c(C)c2c(OCC(=O)Nc3cccnc3)cc3c(c2oc1=O)CCC(C)(C)O3 | 0.4% | -1.5% | 10% | 0.4% | 4% | -16% | i | 2.2 | -36%[20 µM] | 8%
Cc1c(C(=O)NNS(=O)(=O)c2ccccc2Cl)sc(=S)n1C | 0.8% | 6.8% | 20% | 6.1% | 1% | 18% | i | 0.4 | -3% | 18%
CC(C)(C)NC(=O)COC(=O)c1c2c(nc3ccccc13)CCC2 | 0.6% | 10% | 16% | 1.7% | 5% | -13% | i | 0.4 | -11% | -1%
COc1cc(NC(=O)CSc2nnnn2Cc2ccc3c(c2)OCO3)cc(OC)c1 | 0.5% | 3.7% | -17% | -0.1% | -11% | -6% | i | 0.5 | -37% | 13%

Retrieved one by one from the entries so far:
SMILES | GPR55 activation | HIV fusion peptide | NOD2 inhibition | KOR beta-arrestin-1 | NOD1 NF-kB reporter | GPR35 antagonists | Myeloid diff MLP | Myeloid diff MLP GFP+ MAC1+ % | KOR beta-arrestin-2 | GPR55 LPI antagonism
O=C(Cn1cc(S(=O)(=O)Cc2cccc([N+](=O)[O-])c2)c2ccccc21)N1CCOCC1 | 0.3% | -1.3% | 9% | -1.5% | -27% | -8% | i | 1.3 | 8% | 21%
CCCCOc1ccc(C(=O)NCCCC(=O)N2CCCCC2)cc1 | 0.2% | 1.2% | -8% | 8.3% | -23% | 12% | i | 5.8 | -13% | 5%
CC1C(=O)Nc2ccccc2N1C(=O)c1ccc(Cl)cc1 (stereo unspecified) | 1.8% | -0.8% | 0% | -1.8% | -11% | -3% | i | 1.4 | -21% | -5%
Cc1c(C(=O)NNS(=O)(=O)c2ccccc2Cl)sc(=S)n1C | 0.8% | 6.8% | 20% | 6.1% | 1% | 18% | i | 0.4 | -3% | 18%

Bioassay records deposited in PubChem by several laboratories.
